# KKLEB cytotox – reduces viability of KKLEB cystic fibrosis airway cells; KKLEB CF airway cells viability, ATPlite luminescence, overnight; hits give low values; cells stimulated with P. aeruginosa culture filtrate; activity change (cytotoxicity), % at 5 µM; 360,000 compounds, 0.36% hits; AID 602141;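 active = corrected activity change at or below -50% at 5 µM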
# CF NFkB inh – inhibitors of cystic fibrosis induced NF-kB; KKLEB NF-kB-GFP reporter, PAF-induced, GFP fluorescence overnight; inhibition, % at 5 µM; 360,000 compounds, 0.86% hits; AID 588850;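 active = at least 50% inhibition at 5 µM, scaled per plate between neutral and stimulator controls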;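 also: PAF is a Pseudomonas aeruginosa culture filtrate used as stimulus; plate controls were PAF-stimulated DMSO wells for no effect and unstimulated DMSO wells for full effect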
# TWEAK Fn14 block – inhibitors of TWEAK-Fn14 interaction signaling | TWEAK-stimulated Fn14 reporter cells, luciferase luminescence, 8 h | inhibition, % at 10 µM | 360,000 compounds, 2% hits | AID 1159606; in the data active = inhibition above about 50%
# NR2E3 ag-1 – agonists of human NR2E3 nuclear receptor. Q9Y5X4. CHO-S Gal4-NCOR/VP16-NR2E3 two-hybrid, luciferase. inhibition of corepressor binding, % at 3.98 µM. 360,000 compounds, 0.35% hits. AID 602229;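 active = inhibition above the mean of all tested compounds plus 3 SD, cut at about 70% in these data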;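 also: 0% = DMSO with NR2E3 transfected cells and 100% = cells lacking NR2E3 construct; higher means lower luciferase signal from less NR2E3 corepressor binding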
# Target sequence (Q9Y5X4 whole entry, looked up, the tested form may be a part): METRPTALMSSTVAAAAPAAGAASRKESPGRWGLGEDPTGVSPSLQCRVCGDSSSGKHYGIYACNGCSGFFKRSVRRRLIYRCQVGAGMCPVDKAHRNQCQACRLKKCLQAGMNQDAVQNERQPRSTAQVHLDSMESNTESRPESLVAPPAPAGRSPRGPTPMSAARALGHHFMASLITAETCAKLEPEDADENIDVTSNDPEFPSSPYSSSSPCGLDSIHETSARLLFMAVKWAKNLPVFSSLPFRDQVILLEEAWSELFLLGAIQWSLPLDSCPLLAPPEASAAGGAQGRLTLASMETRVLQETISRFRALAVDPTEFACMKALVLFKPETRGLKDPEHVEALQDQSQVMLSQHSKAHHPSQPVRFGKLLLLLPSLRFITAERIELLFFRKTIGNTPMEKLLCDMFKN
# aDG glyco up – increases alpha dystroglycan glycosylation; Pro5-aDG cells, alpha-DG glycosylation AlphaScreen (IIH6); 0% Pro5, 100% B10-LARGE cell signal; activation, % at 10 µM; 360,000 compounds, 0.22% hits;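 active = activation of at least 8% versus controls, or a plate z-score of at least 8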;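 also: Pro5 are CHO cells carrying HIG-tagged alpha-DG that lacks glycosylation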
# iPSC survival up – hiPSC single-cell survival enhancement. 360,000 compounds, 0.044% hits. ATPlite luminescence; 100% = ROCK inhibitor wells, 0% = DMSO. survival enhancement, % at 20 µM; in the data active = survival enhancement above about 18%;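 also: cells exposed to compounds for 16 hours before the ATP read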
# Peg3 promoter – reduces Peg3 promoter-driven luciferase expression in HeLa; HeLa PEG-Prom luciferase reporter, luminescence, overnight; inhibition, % at 20 µM; 360,000 compounds, 1.7% hits;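 active = inhibition of at least 50% at 20 µM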
# HIF-2a block – HIF-2a inhibition. AID 624352. inhibition, % at 18.8 µM. 360,000 compounds, 0.72% hits. 786-0 RCC cells HIF-2a reporter, luciferase luminescence, overnight;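 active = inhibition of the luminescence signal of 40% or more relative to plate controls, in a single-dose primary screen at 18.75 µM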
# NR2E3 ag-2 – agonists of human nuclear receptor NR2E3. GST-NR2E3/biotin-RetCOR TR-FRET, 1536-well. inhibition of corepressor binding, % at 4.78 µM. 320,000 compounds, 0.12% hits. AID 2300;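 active = percent inhibition above the cutoff of mean plus 3 SD of all tested compounds, set per screening campaign, cut at about 20% in these data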;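 also: 0% = DMSO wells and 100% = biotin wells as full block of FRET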
#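 Test system: GST-NR2E3 and biotin-RetCOR proteins | Quantity: 1.35 nM GST-tagged NR2E3 final | Medium: Tris pH 7.5 | Also added: 7 nM biotin-RetCOR | Dosing: Compound at 4.8 µM, single dose | Timing: 5 h at 4 °C | Detection: Time-resolved FRET | Read-out basis: Percent inhibition | Benchmarks: Biotin wells as high control, 0.6% DMSO wells as low control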
# Shn3 3UTR inh – reduces Shn3 3'UTR luciferase signal in osteoblasts. Clone20 osteoblast Shn3 3'UTR firefly luciferase, 24 h. inhibition, % at 12.5 µM. 360,000 compounds, 0.52% hits. AID 588674;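 active = mean inhibition of at least 75% with every replicate also reaching 75%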;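 also: 0% = median of neutral control wells and 100% = pilot-screen positive control compound; some compounds past the cut are filed as inactive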
# MITF TRPM1 inh – MITF TRPM1 promoter inhibition in SK-MEL-5 cells. SK-MEL-5 TRPM1 promoter luciferase, 24 h. inhibition, % at 12.5 µM. 330,000 compounds, 0.83% hits. AID 488899;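 active = mean inhibition across replicates of 60% or more, whatever share of single replicates reaches that level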; also: values of inactives mirror those of a sister screen read the other way
# Numbers without * were called inactive; nt = no result given. Compounds as they come, and some 4.4% of all compounds hit somewhere here.
SMILES	KKLEB cytotox	CF NFkB inh	TWEAK Fn14 block	NR2E3 ag-1	aDG glyco up	iPSC survival up	Peg3 promoter	HIF-2a block	NR2E3 ag-2	Shn3 3UTR inh	MITF TRPM1 inh
Cc1ccc(-c2noc(CSc3nnc(-c4cccs4)n3C)n2)cc1	11	-7	7	1	0.4	-1.2	-34	-55	2	1	-10
CC(/C=C/c1ccco1)=N\NC(=O)c1cc(C)[nH]n1	3	3	-16	-11	-0.1	-1.3	-7	-15	0	-5	-29
CCCCn1c(N)c(-c2nc3ccccc3s2)c2c([N+](=O)[O-])nn(CC)c(=O)c21	-55*	45	-27	-1	-0.2	0.9	20	1	0	0	-5
CCOC(=O)C1C(=O)OC2(CCCC2)C1C(=O)OCC (centres undefined)	2	10	8	-5	-0.1	-1.9	12	11	-1	-7	6
Cc1cc(C)cc(N/C(N)=N/c2nc(C)cc(C)n2)c1	-5	13	-17	-49	1.0	-1.2	18	14	-1	3	0
COc1ccc(NC(=O)C23CC4CC(C2)CC(c2ccc(C)cc2)(C4)C3)cc1	-5	9	48	-17	0.3	-0.4	2	11	-4	26	-5
O=C(O)c1nn(CC(=O)N2CCN(c3ncc(C(F)(F)F)cc3Cl)CC2)c(=O)c2ccccc12	-6	17	15	4	-0.1	-0.5	1	14	-2	-1	-7
FC(F)(F)c1cccc(Cc2noc(CN3CCCCC3c3ccccn3)n2)c1 (centres undefined)	-10	13	-4	-4	0.1	1.6	-50	-54	2	1	8
CC(Sc1nncn1C)C(=O)NCCC1=CCCCC1 (centres undefined)	-8	7	-2	-13	0.4	4.5	-18	1	nt	4	0
CC(=O)c1ccc(S(=O)(=O)NC2CC(=O)N(c3ccc(Cl)cc3)C2)cc1 (centres undefined)	-3	34	11	7	0.3	2.1	-6	12	-4	1	0
COC(=O)c1c(C)nsc1NC(=O)Oc1ccccc1	-10	14	-8	-12	-0.4	0.0	-1	9	2	-2	-10
Cc1ccc2[nH]c(-c3ccccc3)c(CN3CCOCC3)c(=O)c2c1	11	-13	10	-20	0.0	-0.1	-6	-30	5	-23	2
COc1ccc(NC(=O)CCc2nc(-c3ccc(C)cc3)no2)cc1Cl	-6	13	-21	-8	3.0	2.0	-95	-133	2	-4	-25
CCNC(=S)N(CCc1c(C)[nH]c2ccc(C)cc12)Cc1cccnc1	7	-10	-4	-4	0.1	-0.5	-14	11	0	26	-13
Cc1ccc(OCc2nnc(SCc3cc(=O)[nH]c4ccccc34)o2)cc1	1	10	4	1	-0.3	-0.1	9	21	1	16	-1

# Next part
SMILES	KKLEB cytotox	CF NFkB inh	TWEAK Fn14 block	NR2E3 ag-1	aDG glyco up	iPSC survival up	Peg3 promoter	HIF-2a block	NR2E3 ag-2	Shn3 3UTR inh	MITF TRPM1 inh
Cc1ccc(N2C(=O)N(C(C)C)C(C)(C)CC2(C)O)cc1 (centres undefined)	11	-7	11	-6	0.1	0.4	0	5	-9	6	12
Cc1ccc(/C=N/N(C)S(=O)(=O)c2ccc(C)cc2)cc1	-1	10	9	-5	0.2	-0.3	17	8	-4	6	26
CCc1nnc(NC(=O)CSc2nnc(-c3cc4ccccc4cc3O)n2CC)s1	-6	2	11	-23	0.1	1.3	7	24	1	-4	3
CCOC(=O)c1cc(-c2ccccc2)n[nH]1	-12	12	-10	-78	0.0	1.1	-44	-64	-3	7	-1
Cc1nc(NC(=O)/C=C/c2ccco2)sc1C	-11	21	20	-93	-0.2	-0.7	-188	-172	1	-98	-39
Brc1ccccc1/C=N/Nc1nc2ccccc2o1	14	-7	-9	-68	0.0	0.1	-217	-172	-3	-135	-85
C[C@@H]1CN(C(=O)c2nc3ccc(Cl)cn3c2CNCC[C@@H]2C[C@@H]3C=C[C@H]2C3)C[C@H](C)O1	3	-16	-17	-7	0.5	0.2	6	19	5	-61	13
Cc1cc(C)cc(N2C(=O)C=CC2=O)c1	-34	89*	13	-11	-0.7	-0.8	106*	-36	nt	94*	51
Cc1csc(NC(=S)NC(=O)c2ccccc2)n1	-10	-8	-5	-95	0.1	-0.8	-308	-199	3	-102	-98
Cc1cc(C)cc(-n2ncc3c2CCCC3NC(=O)CN2CCCC2=O)c1 (centres undefined)	2	-19	-11	-4	-0.1	0.6	-3	-9	-4	-21	-10
COc1cccc(CNC(=O)C2=Cc3cccc(OC)c3OC2)c1	-1	18	-21	-20	-0.2	-1.1	58*	1	-4	11	-1
CCOC(=O)C1CCN(C(=O)c2cccnc2Oc2ccccc2)CC1	8	5	0	6	0.0	-0.1	27	9	3	4	7
CCCCCOCC(O)CCC(=O)NN (centres undefined)	4	-6	10	2	-0.1	8.8	8	2	6	-14	10
Cc1ccc(C(=O)NC2CCN(S(=O)(=O)c3ccc(F)cc3)CC2)cc1	-2	-10	0	-17	-0.1	0.8	6	16	2	7	2
CC(C)OCCCNC(=O)c1cc(S(=O)(=O)N2CCCCC2)c[nH]1	-12	4	-4	24	-0.1	-2.2	13	12	1	-3	-5

# More entries follow.
SMILES	KKLEB cytotox	CF NFkB inh	TWEAK Fn14 block	NR2E3 ag-1	aDG glyco up	iPSC survival up	Peg3 promoter	HIF-2a block	NR2E3 ag-2	Shn3 3UTR inh	MITF TRPM1 inh
COc1cccc(NC(=O)CN2CCN(C(=O)c3ccco3)CC2)c1	3	-14	4	-15	-0.1	-0.4	13	11	-1	5	-3
CCn1c(CNC(=O)COC)nc2ccccc21	1	7	-2	18	-0.2	3.5	10	8	0	-21	nt
COc1ccc(OC)c(C(C)NC(=O)Nc2ccccc2)c1 (centres undefined)	4	1	-9	-2	0.2	-0.8	8	21	1	-2	12
CC(C)=CCC/C(C)=C/C(N)=O	7	-7	19	-11	0.0	-0.1	1	14	nt	27	8
O=C1OC/C(=C(/O)c2ccc(Cl)cc2)C1=O	-4	8	-22	-41	0.0	0.3	8	10	0	22	-1
CCN1C[C@@H]2[C@@H]3C(=O)N(C)C(=O)[C@@H]3[C@](Cc3ccccc3)(C1=O)N2C(=O)c1ccc(F)cc1	8	0	8	-26	0.0	0.1	-2	4	nt	-21	-4
Cc1ccc(OCc2nnc(SCC(=O)c3ccccc3)n2-c2ccccc2)cc1	8	-7	18	6	0.4	-0.7	15	18	1	-10	5
O=C(c1ccc([N+](=O)[O-])cc1)N1CCC(n2nnc3cc(F)ccc32)CC1	0	-13	-6	-23	0.0	0.2	22	9	2	4	-6
O=C(CN1C(=O)NC2(CCCCCC2)C1=O)NCc1cccs1	21	-5	-17	19	-0.2	-0.3	-2	10	-2	-11	-7
Cc1cc(C)c(C(N)=O)c(Nc2ccc3c(c2)OCCO3)n1	12	-1	10	9	-0.1	1.2	-6	-2	0	-10	-7
CCCCCCCCC(c1nc2ccccc2[nH]1)N1CCN=C1c1cc2ccccc2[nH]1 (centres undefined)	-26	14	13	2	-0.2	-4.4	100*	29	nt	16	nt
Cc1ccc(C)c(NC(=O)CSc2nnc(CNC(=O)c3cccs3)o2)c1	-6	7	1	-40	0.3	-1.4	3	5	3	3	7
CCOC(=O)C1CCN(C(=O)C2(NC(=O)NC3CCCCC3)CCCCC2)CC1	4	5	4	12	0.2	-0.5	64*	13	2	-23	1
COc1cc(C(=O)N(Cc2cc3cc(C)ccc3[nH]c2=O)CC2CCCO2)cc(OC)c1OC (centres undefined)	-2	-6	8	-46	-0.1	-1.1	20	9	2	4	2
CCOC(=O)Cn1nc(/C=C/c2ccc(OC)cc2)ccc1=O	-4	-1	-5	-27	0.0	-0.9	7	11	1	-10	-9

# Following part:
SMILES	KKLEB cytotox	CF NFkB inh	TWEAK Fn14 block	NR2E3 ag-1	aDG glyco up	iPSC survival up	Peg3 promoter	HIF-2a block	NR2E3 ag-2	Shn3 3UTR inh	MITF TRPM1 inh
COCCN(Cc1cc2ccccc2[nH]c1=O)C(=O)c1ccccc1OC	7	5	0	2	-0.2	-3.8	-1	11	-4	-17	14
COc1ccc(C(=O)NNC(=O)C(Cc2ccc(O)cc2)NC(=O)c2ccccc2NC(=O)c2ccc(OC)cc2)cc1 (centres undefined)	29	-2	7	13	0.2	-0.5	-1	-4	40*	-2	3
O=C(CCc1c[nH]c2ccccc12)NC1CC1	0	4	-12	2	0.2	4.4	4	-1	0	7	-4
CCOC(=O)c1cc2c(s1)-c1ccccc1CC2	-1	-1	-6	-34	-0.4	-0.5	-232	-251	0	-84	-32
C/C=C(/C)C(=O)O[C@@H]1c2c(ccc3ccc(=O)oc23)O[C@@H]1C(C)(C)OC(=O)/C(C)=C\C	-15	23	-4	2	0.4	-2.2	-1	-4	2	-3	4
Cc1ccc(C)c(CNS(=O)(=O)c2c(C)[nH]c(C)c2C(=O)N2CCCCC2)c1	-7	-3	-9	-16	0.2	-0.3	9	12	-2	-12	8
O=S(=O)(c1ccc(-c2nnc(SCc3ccccc3)o2)cc1)N1CCCC1	-2	19	9	-7	-0.1	-0.7	21	31	2	13	0
NC(=S)NN=C1CCC(C2CCCCC2)CC1 (centres undefined)	-10	8	24	9	3.2	-1.3	10	-12	nt	-34	19
CCOc1ccccc1N(CC(=O)NCCSc1ccccc1)S(C)(=O)=O	7	23	15	-26	0.1	-1.5	26	10	2	-2	6
O=C1CCCN=C(Nc2ccc(F)c(Cl)c2)S1	0	-25	8	11	0.0	-0.2	-17	-66	-3	3	3
Cc1ccc(S(=O)(=O)N2CCN(C(=O)COC(=O)c3ccc(Br)o3)CC2)c(C)c1	-7	-1	-14	-2	0.2	0.5	9	13	-1	-2	0
C/C(=N/NC(=O)c1ccc2c(c1)OCO2)c1ccc(Br)s1	5	-10	29	-64	1.1	-0.5	-119	-142	6	-24	-53
CCc1nc2c(OCCC3CCCCC3)cccn2c1N(C)C(=O)C(C)C	-5	19	-4	-14	0.3	2.6	19	23	nt	22	nt
COCCCN1C(=O)/C(=C\c2ccc3c(c2)OCO3)C(C(=O)OC)=C1C	0	-4	-13	4	-0.1	0.6	2	7	-3	12	-7
CN(CCc1ccccc1)C(C(=O)Nc1ccc2c(c1)OCCO2)C1CC1 (centres undefined)	-8	2	-6	10	-0.1	-3.0	-10	-16	nt	7	nt

# Other records.
SMILES	KKLEB cytotox	CF NFkB inh	TWEAK Fn14 block	NR2E3 ag-1	aDG glyco up	iPSC survival up	Peg3 promoter	HIF-2a block	NR2E3 ag-2	Shn3 3UTR inh	MITF TRPM1 inh
COc1cc(C(=O)Nc2cc(S(C)(=O)=O)ccc2Cl)ccc1OCC(=O)N1CCOCC1	3	-8	-5	19	-0.4	-0.4	6	5	4	-10	-8
Cc1cccnc1CN1CCN(Cc2nc(Cc3cccc(F)c3)no2)CC1	2	-2	-18	11	0.0	0.1	11	12	-3	8	8
Cc1ccnc(NC(=O)c2ccc3c(c2)C(=O)N(CC(C)C)C3=O)c1	11	9	-5	-9	0.1	0.1	-119	-191	-1	-40	-62
CC(Sc1n[nH]c(-c2ccccc2F)n1)C(=O)Nc1ccc(S(N)(=O)=O)cc1 (centres undefined)	7	4	-13	10	0.0	-1.0	3	13	2	-14	nt

# High-throughput results: PubChem BioAssay, several laboratories
